# Assay outcomes as filed in PubChem BioAssay.
# Pf growth 96h: P. falciparum growth inhibition at 96 hours. Potency, µM (series often up to 28.7 µM), for inactives: top-dose activity change, negative = inhibition, actives largely listed as inhibitors. P. falciparum luciferase reporter growth, 96 h. 320,000 tested, 6.9% active
#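 Erythrocytes infected with luciferase-expressing P. falciparum were dispensed at 2% hematocrit and 0.05% parasitemia (final), then incubated with compounds 96 hours at 37 C in 5% CO2. Luminescence after detection reagent addition reported growth.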
# Sm TGR inh: S. mansoni TGR enzyme inhibition; purified TGR, DTNB reduction, TNB absorbance 405 nm; Potency, µM (series often up to 114 µM), inactives show at the top dose activity change, negative = inhibition, usual class: inhibitors; 360,000 tested, 3% active; AID 485364; also: nearly all actives have a fitted effect of over 60% in size
#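 TGR 20 nM + NADPH 100 uM (dispensed conc.), cpd preinc 15 min RT; start with NADPH (500 uM addition) then DTNB (15 mM addition). Kinetic TNB absorbance, 405 nm filter. Four-parameter Hill fit across titration.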
# TbPYK inhibitor: blocks Trypanosoma brucei pyruvate kinase. Q57TT1. TbPYK enzyme, Kinase-Glo Plus ATP luminescence, 45 min. AID 624173. 410,000 tested, 0.12% active. Potency, µM (doses to about 76.8 µM), for inactives: at the top dose activity, negative = inhibition, hits mostly inhibitors; also: nearly all actives have a fitted effect of over 50% in size
#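 TbPYK + substrate in 50 mM TEA pH 7.2, 100 mM KCl, 10 mM MgCl2, 0.05% BSA, 0.01% Tween-20; cpd pinned; ADP 130 uM final; 45 min RT; Kinase-Glo Plus 10 min; luminescence endpoint.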
# LmPK inh: inhibitors of Leishmania mexicana pyruvate kinase | Potency, µM (titrated, usually from 57.5 µM), for inactives: at the top dose activity change, negative = inhibition, usual class: inhibitors | purified LmPK, Kinase-Glo ATP luminescence, 1 h | Q27686 | AID 1721 | 290,000 tested, 0.37% active
# Target sequence (Q27686 whole entry, looked up): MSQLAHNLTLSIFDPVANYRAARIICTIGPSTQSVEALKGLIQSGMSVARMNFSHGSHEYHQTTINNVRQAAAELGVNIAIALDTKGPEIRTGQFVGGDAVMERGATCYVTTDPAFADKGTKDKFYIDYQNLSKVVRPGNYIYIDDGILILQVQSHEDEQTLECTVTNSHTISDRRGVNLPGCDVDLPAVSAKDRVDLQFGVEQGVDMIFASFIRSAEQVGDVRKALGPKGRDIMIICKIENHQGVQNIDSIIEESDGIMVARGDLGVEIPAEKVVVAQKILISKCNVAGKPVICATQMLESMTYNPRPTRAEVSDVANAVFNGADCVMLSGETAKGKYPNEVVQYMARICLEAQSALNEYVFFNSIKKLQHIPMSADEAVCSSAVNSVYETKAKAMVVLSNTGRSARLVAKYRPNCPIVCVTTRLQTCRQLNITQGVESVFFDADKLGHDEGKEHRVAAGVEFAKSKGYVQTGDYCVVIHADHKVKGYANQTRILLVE
#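 Screened at intermediate enzyme activity to detect both inhibitors and activators: LmPK at 0.1 nM, with a 0.5 nM enzyme column as activation reference. PEP 0.5 mM, ADP 0.1 mM; ATP detected by luminescence after 1 h.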
# HCV inh: inhibitors of hepatitis C virus infection; Huh7.5.1 HCVcc-Cre infection, luciferase reporter, 44 h; Potency, µM (doses to about 41.8 µM), for the others: at the top dose activity change, negative = inhibition, actives largely listed as inhibitors; 340,000 tested, 3.4% active; AID 651820
#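 Luciferase read-out (15 sec integration) after a 15 min room-temperature substrate step quantifies HCVcc-Cre infection. Cells, 1,000 per well, had compound added 4 h post-plating, then virus at ~0.5 moi, and were cultured 44 h.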
# Pf growth 48h: inhibits P. falciparum growth in the first generation, 48 h; Potency, µM (doses to about 28.7 µM), for inactives: at the highest dose activity change, negative = inhibition, usual class: inhibitors; P. falciparum luciferase growth in erythrocytes, 48 h; 310,000 tested, 5.9% active
#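 A one-generation exposure of luciferase-tagged malaria parasites in RPMI 1640/Albumax erythrocyte culture, 37 C and 5% CO2. Inhibition is inferred from decreased luminescence after adding detection reagent.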
# * = called active by the depositor; ? = inconclusive; . = not tested or not shown; & = joins results of further samples; [ ] = remark or other dose. Calls follow the shape of the dose curve; as a rule, active = well fitted curve in the direction sought with a large enough effect; inconclusive = small, poorly fitted or top-dose-only effect, or another doubt; inactive = no such curve, though single readings can be large; an effect the other way counts as inactive or inconclusive. % is scaled to controls: 0 for no effect and ±100 for the full control effect; potency is read from the fitted curve at half-maximal effect.
SMILES,LmPK inh,TbPYK inhibitor,Sm TGR inh,HCV inh,Pf growth 96h,Pf growth 48h
O=C(c1ccc2c(c1)OCO2)N1CCN(c2ccc(Cl)cc2)CC1,-4%,-9%,0%,9%,?,-7%
CCOc1ccc([N+](=O)[O-])cc1CNC1CCCCCCC1,1%,-10%,-1%,-15%,?,?
CC(C)Oc1ccc(C(=O)OCC(=O)NC2CCCCCC2)cc1,.,0%,-17%,11µM*,-22%,?
O=C(COC(=O)Cc1ccc(Cl)cc1)NCc1ccc2c(c1)OCO2,.,1%,3%,9%,1%,8%
Cc1cc(C)c(-n2c(SCC(=O)N3CCOCC3)n[nH]c2=O)c(C)c1,-1%,-5%,-7%,11%,0%,33%[activator]
CCOC(=O)CCc1c(C)nc2cc(-c3ccc(F)cc3)[nH]n2c1=O,-5%,-9%,12%,-2%,.,?
COc1ccc(CCNC(=O)COC(=O)Cn2cnc3ccccc3c2=O)cc1,1%,-1%,2%,8%,0%,-11%
COc1ccc(N2CCN(C(=O)CSc3nnc(COc4cccc5cccnc45)o3)CC2)cc1,5%,-7%,-12%,-28%,5%,?
COc1ccccc1CNC(=O)c1ccc(CS(=O)(=O)c2ccc(C)cc2)o1,-3%,-6%,35µM*,12%,19%,13%
COc1ccc(/C=N/NC(=O)c2cccnc2)cc1COc1ccc(NC(C)=O)cc1,-2%,-8%,2%,-6%,41%[activator],12%
CCOC(=O)C1CCCN(CC(=O)Nc2cc(C)cc(C)c2)C1 (centres undefined),-13%,-1%,3%,-5%,1%,0%
CN(C)S(=O)(=O)c1cc(C(=O)OCCn2cnc3c2c(=O)n(C)c(=O)n3C)ccc1Cl,7%,3%,2%,-10%,-17%,?
Cn1ncc(SCc2ccccc2)c(Cl)c1=O,-2%,-1%,6%,-69%,5%,25%
CCCC1=C(C(=O)OCC)C(c2c(C)nn(-c3ccccc3)c2Cl)C(C#N)=C(N)O1 (centres undefined),6%,8%,?,-7%,?,55%[activator]
O=C(NC(=S)Nc1ccc2oc(=O)ccc2c1)c1ccco1,-4%,-3%,?,-4%,25%,45%[activator]
CCCC(c1nnnn1C(C)(C)C)N1CCN(Cc2ccccc2OC)CC1 (centres undefined),-5%,1%,-2%[57.1 µM],-27%,5%,-3%
CCC(C(=O)NCc1cccnc1)n1nc(C)n2c(cc3occc32)c1=O (centres undefined),4%,-10%,-20%,11%,16%,23%
Cc1ccc(Cc2nc(-c3cccnc3)no2)cc1,-2%,-1%,-8%,1%,-25%,41%[activator]
OC1(c2ccccc2)CCNC2CCCCC21 (centres undefined),2%,6%,-4%,-2%,10µM*,30%[activator]
Cc1cc(=O)oc2c(C)c(OC3CCCCC3=O)ccc12 (centres undefined),-1%,15%,3%,-6%,-10%,.
C#CCN1CCN(c2ccc(F)cc2)CC1,-5%,11%,-19%,7%,33%[activator],3%
COCCNC(=O)c1ccccc1NC(=O)c1ccccc1SC,3%,7%,-3%,2%,-22%,-15%
CCOc1ccc(/C=C/C(O)=C2/C(=O)NC3(C)CC2c2ccccc2O3)cc1OC (centres undefined),4%,-10%,-10%,?,?,?
Cc1nn(-c2ccccc2)c(Cl)c1C(=O)Nc1c(C)n(C)n(-c2ccccc2)c1=O,1%,-4%,3%,7%,2%[5.75 µM],-18%
C=CCn1c(SCC(=O)N2CCN(CCO)CC2)nc2sc3c(c2c1=O)CCC3,-17%,1%,-6%,14%,?,-10%
Cc1cc(C)n(S(=O)(=O)c2ccccc2[N+](=O)[O-])n1,1%,-8%,-15%,4%,3%,?
Cc1ccc(NC(=O)CNc2cccc(S(=O)(=O)N3CCOCC3)c2)cc1F,.,0%,5%,?,6.6µM*,10µM*
C/C(=N\O)C(C)(C)Nc1ccc(F)cc1,-4%,7%,-4%,13%,-14%,18%
O=C(COC(=O)CCc1nc2ccccc2c(=O)[nH]1)Nc1ccccc1OC(F)F,.,-1%,-28%,11%,7%,21%
COc1ccc(NC(=O)NCCCN2CCC(Cc3ccccc3)CC2)cc1,5%,1%,10%,?,?,-25%
Cc1ccc(C(=O)NCC(c2cccs2)N(C)C)cc1S(=O)(=O)N1CCOCC1 (centres undefined),.,-5%,-18%,1%,?,?
Nc1c([N+](=O)[O-])c(=O)oc2ccccc12,0%,1%,-5%,-9%,348%[activator],-1%
CCOC(=O)N1CCN(C(=O)CSc2ccc(-c3ccc(OC)cc3)nn2)CC1,-7%,5%,-4%,?,?,?
COc1ccc2cc3cc(C(=O)N4CCCCC4C)oc3nc2c1 (centres undefined),-1%,4%,0%,-13%,?,-4%
NC(=O)CC[C@@H]1NC(=O)[C@H](Cc2ccc(O)cc2)NC(=O)c2cc([N+](=O)[O-])cc(F)c2OCC[C@@H](C(N)=O)NC1=O,-1%,0%,-26%,-7%[8.37 µM],-1%,14%
COc1cc(OC)cc(-c2nc(-c3ccccc3)no2)c1,1%,3%,13%,-9%,.,148%[activator]
COc1ccc(CCNC(=O)c2cc(S(=O)(=O)N3CCCCCC3)ccc2OC)cc1OC,.,-6%,-25%,?,13µM*,?
CC(CN1CCC(n2nccc2NC(=O)c2ccccc2Cl)CC1)c1ccccc1 (centres undefined),9%,3%,0%,-29%,40%[activator],1%
Cc1ccc(NC(=O)[C@H](C)NC(=O)C2CCN(C(=O)[C@H](CC(C)C)NC(=O)OC(C)(C)C)CC2)cc1,-2%,6%,9%,-4%,?,?
Cc1cc(S(=O)(=O)Nc2nc(CN3CCOCC3)nc3sc4c(c23)CCCC4)ccc1F,12%,-12%,-25%,7%,?,.
CSCC[C@H](NC(=O)OC(C)(C)C)C(=O)N/N=C/c1cccc2cccnc12,1%,-13%,5%,4%,-25%,-9%
CC(C)n1nnc2c(=O)oc3ccccc3c21,-1%,-5%,-3%,25%,16%,2%
COc1ccccc1N1CCN(c2ccc([N+](=O)[O-])cc2Cl)CC1,1%,-7%,-3%,?,?,-7%
Cn1nnnc1SCCNCC#Cc1ccccc1,0%,-2%,-23%,-61%,?,-1%
Cc1occc1-c1nnc(SCC(=O)Nc2ccc(F)cc2)n1Cc1ccccc1,10%,6%,0%,?,?,?
Cc1cc(C)nc(SCc2nc3ncccn3c2Br)n1,-8%,5%,-1%,8%,4.1µM*,8.3µM*
CC1(C)Oc2ccc3ccc(=O)oc3c2-c2cnoc21,4%,-11%,2%,13%,?,28%
Cc1ccc(-c2cc(C(=O)NN=C3CCCC3)c3ccccc3n2)cc1,-1%,6%,-1%,14%,?,?
Cc1ccc(-n2nc3c(=O)n(CC(=O)NCCc4ccco4)nc(C)c3c2C)cc1,0%,30%,?,-6%,8.3µM*,25%
CC(C)c1ccc(NC(=O)CCCN2C(=S)NC(C)(C)CC2C)cc1 (centres undefined),-4%,2%,17%,-17%,2%,?

# A run of entries from the list above, for reference:
SMILES,LmPK inh,TbPYK inhibitor,Sm TGR inh,HCV inh,Pf growth 96h,Pf growth 48h
Cc1occc1-c1nnc(SCC(=O)Nc2ccc(F)cc2)n1Cc1ccccc1,10%,6%,0%,?,?,?
Cc1cc(C)nc(SCc2nc3ncccn3c2Br)n1,-8%,5%,-1%,8%,4.1µM*,8.3µM*
CC1(C)Oc2ccc3ccc(=O)oc3c2-c2cnoc21,4%,-11%,2%,13%,?,28%
Cc1ccc(-c2cc(C(=O)NN=C3CCCC3)c3ccccc3n2)cc1,-1%,6%,-1%,14%,?,?
Cc1ccc(-n2nc3c(=O)n(CC(=O)NCCc4ccco4)nc(C)c3c2C)cc1,0%,30%,?,-6%,8.3µM*,25%
CC(C)c1ccc(NC(=O)CCCN2C(=S)NC(C)(C)CC2C)cc1 (centres undefined),-4%,2%,17%,-17%,2%,?

# (list continues)
SMILES,LmPK inh,TbPYK inhibitor,Sm TGR inh,HCV inh,Pf growth 96h,Pf growth 48h
CCOC(=O)C1CCN(C(=O)COc2cccc(C)c2)CC1,-9%,4%,-16%,6%,26%,8%
O=C(CCc1ccc(S(=O)(=O)NC2CCCCC2)cc1)NCc1ccccn1,-8%,-6%,35µM*,33%[activator],-14%,29%
Cc1csc(NC(=O)CCn2c(=O)sc3ccccc32)n1,0%,5%,-15%,-12%,1%,.
C[C@H]1CC[C@H]2NCCN[C@H]2C1,-3%,0%,14%,5%,?,-3%
CCCCNC(C(=O)Nc1ccc([N+](=O)[O-])cc1Br)c1ccccc1 (centres undefined),-1%,23%,-14%,4%,2%,0%
S=c1nc(-c2ccccc2)oc2c1CCCC2,-6%,-8%,12%,9%,281%[activator],187%[activator]
COc1cccc(C(=O)N2CCN(C3CCN(Cc4ccccc4)CC3)CC2)c1,5%,.,-6%,9%,.,3%
Cc1csc(CNc2ncnc3ccc(-c4ccc5c(c4)OCCO5)cc23)c1,.,-1%,-9%&-21%,.,?,12µM*
Cc1[nH]c(=O)[nH]c(=O)c1/C=N/NC(=O)CCNC(=O)OC(C)(C)C,-8%,2%,17%,15%,17%,9%
Cc1ccc2c(c1)C(O)(CC(=O)c1ccc(C)s1)C(=O)N2 (centres undefined),0%,-4%,.,8%,36%[activator],10%
CCOc1ccccc1C(=O)NCC(=O)O,2%,0%,-1%,16%,88%,20%
O=[N+]([O-])c1cc(-n2cccc2)ccc1N1CCOCC1,2%,-8%,0%,-18%,29%,24%
Cc1cc2ncn(C(=O)N3CCC(C)CC3)c2cc1C,3%,-7%,-11%,-1%,37%[activator],100%[activator]
CCCCCC/C(=N/O)c1ccccn1,0%,0%,5%,-13%,?,12µM*
Cc1ccc(N=C2NC(=O)C(CC(=O)NCc3ccccc3)S2)cc1C (centres undefined),5%,-6%,-26%,16%,26%,17%
COc1ccc(-c2nc3ccc(N4CCCC4)cc3c(=O)[nH]2)cc1OC,0%,-16%,6%,10µM*,5%,-3%
CN(c1ccccc1)S(=O)(=O)c1ccc(Cl)c(C(=O)NC2=NCCS2)c1,-7%,1%,-11%,?,?,?
CCOC(=O)Cn1c(=O)cnc2ccccc21,4%,-4%,-9%,7%,1%,.
CCCCN1C(=O)C(=O)N(CC(=O)N2N=C3/C(=C/c4ccco4)CCCC3C2c2ccco2)C1=O (centres undefined),6%,-2%,?,12%,76%[activator],60%[activator]
C[N+]1(CCn2ccc3ccccc32)CCCCC1,10%,3%,?,14%,15%,-11%
O=C(CCCn1c(=O)c2sccc2n(Cc2ccc(F)cc2)c1=O)NCc1ccco1,3%,3%,-3%,?,254%[activator],?
CCn1c(CNc2ccc(Cl)cc2)nnc1SCCN1CCCCC1,1%,-1%,-1%,?,17%,?
CN(C(=O)COC(=O)Cc1c(F)cccc1Cl)c1c(N)n(Cc2ccccc2)c(=O)[nH]c1=O,.,1%,-1%,-19%,12%,?
C#CC(C)(C)NC(=O)c1ccc(-c2ccccc2F)cc1,7%,-4%,-10%,-10%,-18%,58%[activator]
CCn1c(=O)c(CCC(=O)N2CCN(c3ccccn3)CC2)c(C)c2c(C)nn(-c3cccc(C)c3)c21,1%,12%,-1%,14%,?,9.3µM*
COC(=O)c1ccc(NS(=O)(=O)NC(=O)c2c[nH]c3ccccc23)cc1,-1%,-2%,-2%,12%,?,-17%
